From PubChem BioAssay
Plk1 PBD FP – blocks phosphopeptide binding to human Plk1 polo box domain; Plk1 PBD phosphopeptide binding, fluorescence polarization; inhibition, %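 (tested at about 20 µM)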; hit rate 0.13% among 97,000; P53350; in the data active means inhibition above about 34%, passing the limit was not always enough
Rev-RRE block – HIV Rev-RRE protein-RNA interaction inhibition. inhibition, % at 8 µM. P05866. Rev peptide-RRE RNA binding, FRET. hit rate 0.79% among 97,000;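 active means inhibition above the screen-wide mean plus 3 SD, cut at about 35% in these data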;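 further: 0% = median DMSO wells and 100% = median Neomycin B control wells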
Target sequence (P05866 whole entry, looked up): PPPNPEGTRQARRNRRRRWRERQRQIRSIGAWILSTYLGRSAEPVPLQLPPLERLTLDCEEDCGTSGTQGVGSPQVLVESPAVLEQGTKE
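Material: labelled RRE RNA duplex and labelled Rev peptide / Buffer or medium: HEPES pH 7.5 salt buffer with EDTA / Compound dosing: single point, 8 µM final nominal compound concentration / Benchmarks: DMSO low control, neomycin B high control / Timing: 5 min preincubation and 15 min binding, 25 °C / Technique: FRET fluorescence readout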
S1P2 antag – blocks the human S1P2 receptor. O95136. cell-based S1P2 antagonist assay, inhibition at 5 uM. hit rate 0.21% among 97,000. inhibition, % at 5 µM; in the data active means inhibition above about 45%;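 further: CRE beta-lactamase reporter cells expressing human S1P2 stimulated with S1P; 0% = agonist at EC80 alone and 100% = agonist plus reference antagonist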
Target sequence (O95136 whole entry, looked up): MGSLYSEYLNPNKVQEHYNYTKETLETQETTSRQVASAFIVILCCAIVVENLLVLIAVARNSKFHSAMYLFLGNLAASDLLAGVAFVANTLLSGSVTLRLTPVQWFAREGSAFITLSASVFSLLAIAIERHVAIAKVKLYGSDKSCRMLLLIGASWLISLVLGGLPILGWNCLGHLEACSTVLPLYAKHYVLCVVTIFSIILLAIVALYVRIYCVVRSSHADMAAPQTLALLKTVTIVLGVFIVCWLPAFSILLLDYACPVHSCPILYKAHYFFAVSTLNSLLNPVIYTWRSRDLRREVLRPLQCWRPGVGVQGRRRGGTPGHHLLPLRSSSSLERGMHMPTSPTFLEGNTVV
PLAP activator – activators of human placental alkaline phosphatase; P05187; purified PLAP enzyme, luminescent substrate read-out; stronger effect = higher value; activation fold at 20 µM; hit rate 1.2% among 96,000; AID 696; in the data active means activation fold above about 2
Target sequence (P05187 whole entry, looked up): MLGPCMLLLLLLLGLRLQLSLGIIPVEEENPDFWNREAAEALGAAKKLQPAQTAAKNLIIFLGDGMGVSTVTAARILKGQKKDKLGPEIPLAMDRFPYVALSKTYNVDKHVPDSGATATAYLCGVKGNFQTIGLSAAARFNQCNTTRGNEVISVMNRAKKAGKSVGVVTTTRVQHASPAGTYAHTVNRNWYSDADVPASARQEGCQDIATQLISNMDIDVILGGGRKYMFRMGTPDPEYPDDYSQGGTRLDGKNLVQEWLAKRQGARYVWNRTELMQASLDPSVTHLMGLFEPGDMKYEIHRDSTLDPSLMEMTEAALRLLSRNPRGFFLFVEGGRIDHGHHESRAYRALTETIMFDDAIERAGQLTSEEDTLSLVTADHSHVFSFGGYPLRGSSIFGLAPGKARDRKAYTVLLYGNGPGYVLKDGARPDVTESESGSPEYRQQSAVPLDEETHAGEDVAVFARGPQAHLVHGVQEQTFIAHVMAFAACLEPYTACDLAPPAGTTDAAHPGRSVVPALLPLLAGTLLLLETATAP
MT1-MMP txn act – MT1-MMP promoter transcription activation. activation factor at 10 µM. hit rate 0.16% among 86,000. HT1080 MT1-MMP promoter luciferase reporter, luminescence, overnight; stronger effect = higher value;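 active means activation factor of at least 2 for MT1-MMP transcription at 10 µM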
S1P2 agonist – activates the human S1P2 receptor | S1P2-expressing cell line, agonist reporter read-out | hit rate 0.46% among 97,000 | activation, % at 4.5 µM; in the data active means activation above about 16%;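 further: 0% = vehicle low control and 100% = maximal reference agonist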
EphB4 antag – antagonists of human EphB4-ephrin-B2 interaction | P54760 | EphB4 LBD / TNYL-RAW-Alexa532 peptide, fluorescence polarization | inhibition, % at 7 µM | hit rate 0.15% among 97,000 | AID 720;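 active means inhibition above the screen-wide mean inhibition plus 3 SD, cut at about 15% in these data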;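 further: 0% = DMSO wells and 100% = excess unlabeled TNYL-RAW peptide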
FAK inh – FAK (human) kinase inhibition. Q05397. inhibition, %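 (tested at 7 µM)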. hit rate 0.84% among 97,000. biochemical FAK kinase activity assay; in the data active means inhibition above about 19%;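 further: 0% = DMSO and 100% = reference compound high control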
PLK1 inh – PLK1 (human) kinase inhibition | recombinant PLK1 kinase, TR-FRET peptide phosphorylation | inhibition, % at 10 µM | hit rate 0.53% among 97,000 | AID 619;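 active means inhibition of 50% or more in the single-concentration screen; inactive means inhibition below 50%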;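 further: 0% = DMSO max control and 100% = H-89 dihydrochloride min control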
* = called active by the depositor; · = not tested or not shown; [ ] = another dose, or the depositor's remark.

SMILES | Plk1 PBD FP | Rev-RRE block | S1P2 antag | PLAP activator | MT1-MMP txn act | S1P2 agonist | EphB4 antag | FAK inh | PLK1 inh
COCCNC(=S)NC1CC2CCCC(C1)N2Cc1ccco1 (stereo unspecified) | -19 | 1 | -21 | 1.2 | · | -2 | -12 | -7 | -6
COc1cc(S(=O)(=O)N2CCC(N3CCCCC3)CC2)ccc1-n1cnnn1 | -12 | 4 | -20 | 1.5 | 1.1 | -4 | -4 | -1 | -7
COC(=O)c1cc2sccc2n1Cc1nc(-c2cccc(Cl)c2)oc1C | -8 | 14 | -2 | 1 | · | -4 | -3 | -4 | -17
Cc1ccc(Nc2nc(-c3sc(NC(=O)c4ccco4)nc3C)cs2)cc1 | 1 | 4 | 22 | 1.3 | · | -5 | 3 | 7 | -10
CCN(CC)C(=O)C(C)OC(=O)COc1ccc(Cl)cc1C (stereo unspecified) | 16 | -3 | 1 | 1.1 | 1 | 1 | -4 | -1 | -10
CCCS(=O)(=O)N1CCCC(C(=O)N2CCOCC2)C1 (stereo unspecified) | 9 | 6 | 9 | 1 | 1.1 | -1 | 0 | 2 | -7
Cc1[nH]c(=O)[nH]c(=O)c1S(=O)(=O)N1CCN(c2cccc(Cl)c2)CC1 | 0 | 4 | 2 | 1.1 | 1.1 | -5 | 1 | 0 | -9
Cc1nn(CC(=O)NCc2ccccc2)c(=O)c2ccccc12 | 6 | 5 | 6 | 0.9 | 1.4 | 0 | 0 | 0 | 1
CCOP(=O)(OCC)c1nc(-c2cccc3ccccc23)oc1NCc1ccccc1 | -9 | 2 | -9 | 1.1 | · | -2 | 3 | 3 | -12
O=C1C(Cl)=C(N2CCCCCC2)C(=O)N1c1ccccc1 | -6 | 7 | 26 | 1 | 1.1 | -8 | 5 | 4 | -10
O=C(Nc1ccc2c(c1)OCO2)c1cnc2n(c1=O)CCS2 | -5 | 1 | -2 | · | 1.3 | -5 | 2 | 1 | -16
COC(=O)c1cccc(NC(=O)CCSc2ccc(Cl)cc2)c1C | 8 | 7 | -3 | 0.9 | · | -3 | 0 | 6 | -5
COCCn1c(SCc2ccc(C(=O)OC)o2)nnc1-c1c[nH]c2ccccc12 | 4 | -1 | -1 | 1.3 | 1 | -7 | -6 | -7 | 59*
O=C(CSc1ccsc1[N+](=O)[O-])NCCc1ccc(Cl)cc1 | 10 | 1 | 2 | 1 | · | -5 | -5 | 4 | -3
Cc1nc(-n2[nH]c3c(c2=O)CCCC3)[nH]c(=O)c1Cc1ccccc1 | -23 | 86*[fluorescence artefact?] | 13 | 1.9 | · | -5 | -3 | -4 | -7

Entries above that contain a thiophene ring, fused or not:
SMILES | Plk1 PBD FP | Rev-RRE block | S1P2 antag | PLAP activator | MT1-MMP txn act | S1P2 agonist | EphB4 antag | FAK inh | PLK1 inh
COC(=O)c1cc2sccc2n1Cc1nc(-c2cccc(Cl)c2)oc1C | -8 | 14 | -2 | 1 | · | -4 | -3 | -4 | -17
O=C(CSc1ccsc1[N+](=O)[O-])NCCc1ccc(Cl)cc1 | 10 | 1 | 2 | 1 | · | -5 | -5 | 4 | -3

Later entries
SMILES | Plk1 PBD FP | Rev-RRE block | S1P2 antag | PLAP activator | MT1-MMP txn act | S1P2 agonist | EphB4 antag | FAK inh | PLK1 inh
COc1ccc(OCc2cnc(Cl)s2)cc1 | -6 | 4 | -1 | 0.8 | · | -5 | 3 | 0 | -4
Nc1ccccc1NC(=O)c1ccccc1 | -3 | 8 | 14 | 1.1 | 1.9 | -10 | 6 | 1 | -11
OCCN1CCN(C(c2cccs2)c2ccc3cccnc3c2O)CC1 (stereo unspecified) | -12 | 14 | 20 | 1.2 | 0.9 | -1 | 8 | 8 | 1
CCOc1cccc(CNn2cnnc2)c1OCc1ccccc1Cl | 7 | 0 | 14 | 1.1 | 1.1 | -9 | 4 | -2 | -6
CCc1ccc(NC(=O)CN(c2cccc(C)c2)S(C)(=O)=O)cc1 | 23 | 7 | 2 | 0.8 | 1.1 | 0 | -4 | 0 | -2
Nc1ccc(Cl)c(NC(=O)c2cccs2)c1 | 18 | 4 | -4 | 1.1 | 1 | -5 | -8 | -1 | -6
CCOC(=O)[C@@H]1CCNC[C@@H]1c1ccccc1 | 4 | 141*[fluorescence artefact?] | -10 | 1 | 1.3 | -6 | -7 | -4 | -9
CCOC(=O)C(=O)/C(C#N)=C/Nc1ccc(F)cc1 | -16 | 9 | 2 | 1 | 1.3 | -5 | 9 | 10 | -12
CC1Cc2nc(SCC(=O)Nc3nccs3)n(C)c(=O)c2S1 (stereo unspecified) | 7 | 1 | 13 | 1 | 1.1 | -2 | -9 | -1 | 73*
Oc1sc(C=Nc2ccc(F)cc2)c2ccccc12 | -8 | 109*[fluorescence artefact?] | 27 | 1 | · | -7 | -4 | 1 | -10
Cc1nc(-c2ccccc2)sc1-c1nc(-c2cccs2)ncc1S(=O)(=O)c1ccccc1 | -21 | 2 | 4 | 1 | · | -3 | 0 | -1 | -26
CC(=O)N1CCN(CCN=CC2=C(O)CC(c3cccs3)CC2=O)CC1 (stereo unspecified) | -14 | 2 | -1 | 0.9 | 1.1 | -7 | -6 | -1 | -33
COc1ccc(-c2c(C)nn(Cc3ccccc3)c2N)cc1 | 0 | 4 | 1 | 0.9 | 1.1 | -3 | 3 | 5 | -11
CCOC(=O)c1nnn(-c2nonc2-n2cccc2)c1CN1CCOCC1 | -8 | 1 | -12 | 1.1 | 1.1 | -3 | -7 | -4 | -11
O=C(COc1ccc(S(=O)(=O)N2CCOCC2)cc1)Nc1ccc(Cl)c(C(F)(F)F)c1 | -11 | 6 | 21 | 0.9 | 0.6 | -2 | -4 | 1 | -7
C=CCn1c(=N)n(CC(=O)OCC)c2ccccc21 | 5 | 6 | -5 | 0.9 | 1.2 | -6 | 2 | 4 | -12
COc1ccc(OCC(=O)OCC(=O)NCc2ccco2)cc1 | 7 | 9 | -1 | 1 | · | -3 | 5 | 2 | -9
COCCn1c(-c2ccc(OC(F)(F)C(F)C(F)(F)F)cc2)nc2c1c(=O)[nH]c(=O)n2CC(C)C (stereo unspecified) | 13 | -4 | -6 | 1.4 | 1.4 | 0 | 8 | -1 | -6
CCOC(=O)NC(NCC(O)c1ccccc1)(C(F)(F)F)C(F)(F)F (stereo unspecified) | 20 | 3 | 0 | 1 | 1.2 | -6 | -7 | -6 | 2
COc1ccc(-c2cnc(OC(C)(C)C)nc2OC(C)(C)C)cc1OC | -10 | -4 | -7 | 0.9 | · | -2 | 3 | 0 | 1
CC1CCC(NC(=O)Cn2c3c(c(-c4ccccc4Cl)cc2=O)CCC3)CC1 (stereo unspecified) | 8 | 7 | 18 | 1.2 | · | -3 | 4 | -4 | -5
Nc1nnc(SCC(=O)N2CCN(c3ccccc3)CC2)n1-c1ccccc1 | -12 | 4 | 1 | 0.8 | 1.3 | -9 | 11 | 1 | -8
CN(C)c1nc(OCCNC(=O)COc2ccc(Cl)cc2Cl)nc(N2CCOCC2)n1 | 1 | -1 | -4 | 1.8 | 1.2 | -2 | 2 | 1 | -11
O=C(CN1CCc2ccccc2C1)c1cccs1 | 7 | 1 | 1 | 0.8 | 1.6 | -1 | -1 | 4 | -10
Cn1c(=O)c2cc(S(=O)(=O)NCCC(=O)NCC3CCCO3)ccc2n(C)c1=O (stereo unspecified) | 19 | 8 | 12 | 1 | 1.2 | -1 | 2 | -2 | -6
COc1ccc(OC)c(C(C(=O)NCc2ccco2)N(C(=O)Cn2nnc3ccccc32)C(C)C)c1 (stereo unspecified) | -13 | 6 | 21 | 1.3 | 1.2 | -7 | 2 | 5 | -12
CCOC(=O)c1c(C)oc2ccc(NS(=O)(=O)c3cccs3)cc12 | -15 | 16 | -30 | 1 | 1.1 | -1 | 3 | 8 | -7
CCOC(=O)c1ccc(N(C(=O)c2cnccn2)C(C(=O)NC2CCCCC2)c2cn(C)nc2C)cc1 (stereo unspecified) | 6 | 7 | 1 | 1.3 | · | -5 | 4 | -2 | -10
COC(=O)C1=NN(c2ccccc2)C2(S1)SC(C(C)=O)=C(C)N2c1ccccc1 (stereo unspecified) | 25 | 0 | -13 | 1 | 1.1 | -7 | 6 | 2 | -3
CCOc1ccc2[nH]c(=O)c(CN(Cc3nnnn3CCc3ccccc3)CC3CCCO3)cc2c1 (stereo unspecified) | -6 | 4 | -5 | · | 1.5 | -4 | -3 | 0 | -7

Limited to FAK inh, for 4 of the compounds above:
| SMILES | FAK inh |
| --- | --- |
| CN(C)c1nc(OCCNC(=O)COc2ccc(Cl)cc2Cl)nc(N2CCOCC2)n1 | 1 |
| COC(=O)C1=NN(c2ccccc2)C2(S1)SC(C(C)=O)=C(C)N2c1ccccc1 (stereo unspecified) | 2 |
| COc1ccc(OC)c(C(C(=O)NCc2ccco2)N(C(=O)Cn2nnc3ccccc32)C(C)C)c1 (stereo unspecified) | 5 |
| O=C(CN1CCc2ccccc2C1)c1cccs1 | 4 |

Later entries
SMILES | Plk1 PBD FP | Rev-RRE block | S1P2 antag | PLAP activator | MT1-MMP txn act | S1P2 agonist | EphB4 antag | FAK inh | PLK1 inh
CN(C)C(=O)NC(O)C(Cl)Cl (stereo unspecified) | -13 | 13 | 12 | 1.4 | 1.1 | -1 | -2 | -2 | -3
c1cc2c(nn1)CCc1nonc1-2 | 12 | 0 | 2 | 0.9 | 1 | -5 | 0 | 4 | -14
CCOc1ccccc1N1CCN(S(=O)(=O)c2ccc(Cl)s2)CC1 | 0 | 16 | 4 | 0.8 | 1.2 | -7 | -10 | -1 | -4
CCOc1ccc(-c2cc3nc(C4CCN(C(=O)OC(C)(C)C)CC4)c(C(=O)O)cn3n2)cc1 | -5 | -1 | -9 | 1.4 | 1.1 | 1 | 2 | -6 | -7
O=C1CC(N2CCN(C(c3ccccc3)c3ccccc3)CC2)C(=O)N1Cc1ccc(N2CCCC2=O)cc1 (stereo unspecified) | 12 | 2 | 15 | 1.4 | 1.1 | -4 | 4 | -5 | -1
COc1ccc(C(CC(=O)NC(C)(C)C)n2cccc2)cc1 (stereo unspecified) | -9 | 7 | 7 | 0.9 | 1 | -3 | 3 | 14 | -9
COc1cccc(-n2nc(-c3ccnn3-c3ccc(F)cc3)c(=O)n(C)c2=O)c1 | -22 | 9 | -20 | 1.1 | 1.1 | 3 | 9 | -1 | -4
CCCCc1c(C)c(C#N)c2nc3ccccc3n2c1Nc1c(C)n(C)n(-c2ccccc2)c1=O | 4 | -7 | 2 | 1.1 | 1.1 | 0 | -3 | 1 | -8
Cc1ccc(CNC(=O)Cc2cccs2)cc1 | 26 | 9 | -3 | 1.1 | 1.4 | -5 | 0 | -1 | -12
